High-throughput results: PubChem BioAssay, IUPUI and University of Michigan
ST2 inh: inhibitors of human ST2 (IL1RL1) binding to IL-33, primary screen, biochemical, AlphaLISA; AID 1259354, 2018; AlphaLISA ST2-Fc/biotin-IL-33 interaction, 1 h; hit rate 2.3% among 78,000; inhibition, % for hits at 17 µM; in the data active means inhibition above about 30%; inconclusive means mostly about 10% to 28%
Target sequence (Q01638 whole entry, looked up): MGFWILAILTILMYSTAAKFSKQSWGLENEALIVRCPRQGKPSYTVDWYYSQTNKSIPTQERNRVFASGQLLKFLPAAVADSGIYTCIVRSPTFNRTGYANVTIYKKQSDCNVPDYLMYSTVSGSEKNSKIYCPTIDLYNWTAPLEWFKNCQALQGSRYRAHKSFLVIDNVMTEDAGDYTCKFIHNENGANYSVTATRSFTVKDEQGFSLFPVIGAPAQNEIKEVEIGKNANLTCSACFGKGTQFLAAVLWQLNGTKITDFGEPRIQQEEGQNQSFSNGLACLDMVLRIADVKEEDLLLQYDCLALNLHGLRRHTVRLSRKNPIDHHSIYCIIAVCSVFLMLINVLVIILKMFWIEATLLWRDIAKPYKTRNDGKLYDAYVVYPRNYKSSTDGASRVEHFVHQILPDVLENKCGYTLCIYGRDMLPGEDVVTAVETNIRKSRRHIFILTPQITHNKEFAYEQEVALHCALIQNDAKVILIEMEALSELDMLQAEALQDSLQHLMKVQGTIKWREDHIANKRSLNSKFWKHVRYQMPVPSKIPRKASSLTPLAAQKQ
Starred values were filed as active, the others as inactive.

Results for CCC(=O)N1c2ccccc2NC2=C(C(=O)CCC2)C1c1ccc(SC)cc1 (centres undefined) ?
ST2 inh: inactive

What do the screens show for `CN1CCC2(CC1)CN(C(=O)CCC(=O)c1ccc(F)cc1)CCN2C`?
ST2 inh: inactive

Results for Cc1ccccc1Nc1nnc(Cc2ccccc2)c(=O)[nH]1 ?
ST2 inh: inactive

Results for Cc1ccsc1-c1nc(CN(C)Cc2cnn(C)c2C)c(C)o1 ?
ST2 inh: inactive

How did Oc1ccc(-c2nc3cnccn3c2NC2CCCCC2)cc1 do in these assays?
ST2 inh: inactive

What do the screens show for `CN(C)CCN(C)[C@@H]1[C@H](O)[C@H](CO)O[C@@H]1CNC(=O)Nc1ccccc1`?
ST2 inh: inconclusive

Results for Cc1ccc(-n2nnnc2SCC(=O)c2ccc(O)cc2)cc1 ?
ST2 inh: inconclusive

What do the screens show for `O=C(c1ccc(N2CCC(NCCOc3cccnc3)CC2)cc1)N1CCc2ccccc2C1`?
ST2 inh: inactive

What do the screens show for `Cn1ccnc1-c1ccc(N2CCCC(CO)(Cc3ccccc3F)C2)nn1` (centres undefined)?
ST2 inh: inactive

Results for COc1ccc(C(=O)Nc2cccc(C)c2)cc1OC ?
ST2 inh: inactive

Results for COc1cc(NC(=O)c2ccc(Cl)cc2)c(OC)cc1Cl ?
ST2 inh: inactive

How did COc1cc([N+](=O)[O-])ccc1N=Cc1nc(-c2ccc(Br)cc2)oc1O do in these assays?
ST2 inh: inactive

What do the screens show for `CC(C)c1cc(C(=O)Nc2sc3c(c2C#N)CCC3)no1`?
ST2 inh: inactive

Results for CC(C)N1CCNC(=O)C1CC(=O)NCC1(Cn2cccn2)CC1 (centres undefined) ?
ST2 inh: inconclusive

How did COc1ccc(/C=C2\SC(N3CCOCC3)=NC2=O)c(OC)c1 do in these assays?
ST2 inh: inactive

How did Cc1cc(N2CC(C)CC(C)C2)nc2ccc(NC(=O)CCC(=O)NCc3ccco3)cc12 (centres undefined) do in these assays?
ST2 inh: inconclusive

Results for O=C(c1cccc(Cn2cccn2)c1)N1CCC(Nc2ncccn2)CC1 ?
ST2 inh: inactive

Results for COc1ccc(C2SCCN2C(=O)c2ccc([N+](=O)[O-])cc2)cc1OC (centres undefined) ?
ST2 inh: inactive

Results for COc1ccccc1N1CCN(C(=O)Nc2n[nH]c(Cc3ccccc3)n2)CC1 ?
ST2 inh: inactive

How did CCn1cc(C(=O)N2CCCC2)c(=O)c2cc(S(=O)(=O)N3CCOCC3)ccc21 do in these assays?
ST2 inh: inactive

Results for Nc1c2c(nc3ccccc13)CCC2 ?
ST2 inh: inactive

How did COc1ccccc1-c1ccc(C(=O)N2CCOC(C(F)(F)F)C2)cc1 (centres undefined) do in these assays?
ST2 inh: inactive

What do the screens show for `CC1CCN(CCCNC(=O)C2c3ccccc3C(=O)N3CCc4ccccc4C23)CC1` (centres undefined)?
ST2 inh: inactive

How did O=C(CN1C(=O)/C(=C\c2ccc(C(F)(F)F)cc2)Sc2ccccc21)NCC1CCCO1 (centres undefined) do in these assays?
ST2 inh: 30.0%*

Results for CN(Cc1cc2n(n1)CCNC2)Cc1nc2ccc(F)cc2[nH]1 ?
ST2 inh: inconclusive

What do the screens show for `CC(C)c1nc2ccc(NC(=O)C3CCCCC3)cc2[nH]1`?
ST2 inh: inactive

Results for Cc1sc2ncnc(NCCCN3CCOCC3)c2c1C ?
ST2 inh: inactive

How did O=C(Nc1ccc([N+](=O)[O-])cc1)c1c(F)cccc1F do in these assays?
ST2 inh: inconclusive

How did CS(=O)(=O)c1ccc(-c2cc(NCc3ccccn3)nc3[nH]ccc23)cc1 do in these assays?
ST2 inh: inconclusive

How did COc1ccc(-c2nc3sc(-c4ccc(OC)c(OC)c4)nc3s2)cc1OC do in these assays?
ST2 inh: inactive

Results for C[C@@H](c1ccccc1)N1C(=O)[C@@H]2CN(C(=O)COCC(=O)O)CCN2C1=O ?
ST2 inh: inactive

How did CN(C)c1ccc(/C=c2\sc3nnc(-c4ccccc4Cl)n3c2=O)cc1 do in these assays?
ST2 inh: inactive

Results for COc1ccc(C2(CNC(=O)c3ccccc3[N+](=O)[O-])CCCC2)cc1OC ?
ST2 inh: inactive

Results for CC(NC(=O)Cn1c(=O)sc2ccccc21)c1ccccc1 (centres undefined) ?
ST2 inh: inactive

What do the screens show for `CC(=O)c1sc(Nc2nc3ccc(F)cc3s2)nc1C`?
ST2 inh: inactive

What do the screens show for `O=C(Nc1c(C(=O)Nc2cccc(F)c2)oc2ccccc12)c1ccccc1`?
ST2 inh: inactive

What do the screens show for `COc1ccccc1N1C(=O)C2C(C(C)=O)=NN(c3ccc(Cl)cc3)C2C1=O` (centres undefined)?
ST2 inh: inactive

What do the screens show for `CSc1ccccc1NC(=O)c1cc2nc(-c3ccco3)cc(C(F)(F)Cl)n2n1`?
ST2 inh: inactive

How did O=C(Nc1ccc(Cl)c(C(F)(F)F)c1)C(NS(=O)(=O)c1cccs1)c1ccccc1 (centres undefined) do in these assays?
ST2 inh: inactive

Results for CCOc1ccccc1NC(=O)CN(c1ccccc1C)S(C)(=O)=O ?
ST2 inh: inactive

Results for Cc1nc(Cc2ccc(-n3ccnc3-c3ccc(CO)o3)cc2)n[nH]1 ?
ST2 inh: inconclusive

What do the screens show for `COc1cccc(NC(=O)c2cc3c(=O)n4ccccc4nc3n2C)c1`?
ST2 inh: inconclusive

Results for CCCOC(=O)C1=C(C)NC2=C(C(=O)C(C(=O)OC)C(C)C2)C1c1ccc(O)c(OCC)c1 (centres undefined) ?
ST2 inh: inactive

Results for COc1ccc(C2CC(C(F)(F)F)n3nc(C(=O)NCc4ccccc4)c(Cl)c3N2)cc1 (centres undefined) ?
ST2 inh: inactive

What do the screens show for `Cc1ccsc1[C@@H]1CCN(C(=O)CC2=CSC3=NCCCN23)C[C@H]1O`?
ST2 inh: inactive

What do the screens show for `COc1ccc(CN2CCCCC2C)c(C)c1C` (centres undefined)?
ST2 inh: inconclusive

What do the screens show for `Cc1nn(C(=O)c2cccnc2)c(C)c1Sc1ccc(Br)cc1`?
ST2 inh: inactive

What do the screens show for `COc1ccc(CCN2C(=O)O[C@@H]3CN(c4cnccn4)C[C@@H]32)cc1`?
ST2 inh: inactive

What do the screens show for `COc1ccc(CCC(=O)Nc2ccc(N(C)C)cc2)cc1`?
ST2 inh: 46.0%*

What do the screens show for `COc1ccc2cc(C(=O)C3CCCN(C(=O)Cc4c(C)noc4C)C3)ccc2c1` (centres undefined)?
ST2 inh: inactive

What do the screens show for `Cc1ccc(NC(=O)C(NS(=O)(=O)c2cccs2)C(C)C)c(Br)c1` (centres undefined)?
ST2 inh: inactive

How did COc1ccc(-c2ccc(C(=O)N3CCC3c3cccc(OC)c3)o2)cc1 (centres undefined) do in these assays?
ST2 inh: inconclusive

What do the screens show for `N#Cc1nc(COc2ccccc2)oc1NCCN1CCOCC1`?
ST2 inh: inconclusive

How did CCOC(=O)C1CCCN(c2ncnc3c2cnn3-c2ccc(OC)cc2)C1 (centres undefined) do in these assays?
ST2 inh: inactive

Results for COc1ccc(-n2ncc3c(Nc4cccc(OC)c4)ncnc32)cc1 ?
ST2 inh: inactive

Results for CN(Cc1ccccc1)Cc1cc(C[C@H]2CNCC[C@H]2CC(=O)N2CCN(Cc3ccccc3)CC2)no1 ?
ST2 inh: inactive

Results for CCN1CCc2c(sc(NC(=O)c3sc4ccccc4c3Cl)c2C(=O)OC)C1 ?
ST2 inh: inconclusive

What do the screens show for `Cn1c(=O)c2c(nc3n(CCO)c(C45CC6CC(CC(C6)C4)C5)cn23)n(C)c1=O`?
ST2 inh: inactive

Results for CC(=O)OCC1=C[C@H](O)[C@@H]2C(C(=O)O)=CO[C@@H](O[C@@H]3O[C@H](CO)[C@@H](O)[C@H](O)[C@H]3O)[C@H]12 ?
ST2 inh: inactive

How did CSc1ccccc1Sc1cc(C(=O)NCC2CCCO2)c2ccccc2n1 (centres undefined) do in these assays?
ST2 inh: inactive

How did Cc1ccc(Oc2ncccc2CNC(=O)C(C)c2ccccc2)cn1 (centres undefined) do in these assays?
ST2 inh: inconclusive

How did O=C(CC1COCCN1)NCCn1nc(-c2ccccc2)ccc1=O (centres undefined) do in these assays?
ST2 inh: inactive

What do the screens show for `COc1ccccc1N=Cc1cccc([N+](=O)[O-])c1O`?
ST2 inh: inactive

What do the screens show for `CC(C)N(Cc1cc2ccccc2o1)CC1CCC(=O)N1` (centres undefined)?
ST2 inh: inconclusive

Results for CCOC(=O)C1=C(C)OC(N)=C(C#N)C1c1ccc(OCc2ccccc2)cc1 (centres undefined) ?
ST2 inh: inconclusive

Results for CN(C(=O)Cc1c(C(=O)O)[nH]c2ccc(Cl)cc12)c1ccc(Cl)cc1 ?
ST2 inh: inactive

What do the screens show for `CCOc1ccc(S(=O)(=O)N(CC(=O)Nc2cccc(OC)c2)c2ccccc2)cc1`?
ST2 inh: inactive

How did CCc1ccc(CN(C)Cc2ncccc2C(=O)O)nc1 do in these assays?
ST2 inh: inactive

What do the screens show for `O=C1/C(=C/C=C/c2ccco2)CC/C1=C\C=C\c1ccco1`?
ST2 inh: 96.0%*

How did COc1c2ccoc2nc2c(OC)c(OCC(O)C(C)(C)O)ccc12 (centres undefined) do in these assays?
ST2 inh: inactive

Results for COc1ccc(-c2nc(CN3CCN4C(=O)CNC(=O)C4C3)c(C)o2)c(F)c1 (centres undefined) ?
ST2 inh: inactive

How did COc1cc(/C=C2\SC(N)=NC2=O)cc(OC)c1O do in these assays?
ST2 inh: inactive

Results for Cc1ccc(N=Cc2nc(-c3ccc(Br)cc3)oc2O)c([N+](=O)[O-])c1 ?
ST2 inh: inconclusive

What do the screens show for `Cc1ccc(CC2SC(=Nc3ccccn3)NC2=O)cc1` (centres undefined)?
ST2 inh: inactive

How did CCN(c1ccccc1)S(=O)(=O)c1ccc(NC(C)=O)cc1 do in these assays?
ST2 inh: inactive

What do the screens show for `CCOC(=O)c1ccc2[nH]cc(C(=O)c3ccc(C)cc3)c(=O)c2c1`?
ST2 inh: inactive

How did Cc1cccc(NC(=O)c2ccccc2Cl)c1C(=O)O do in these assays?
ST2 inh: inactive

How did C=CCN(Cc1ccco1)Cc1c(C)cc(C)c(CO)c1C do in these assays?
ST2 inh: inactive

How did O=C(CC1(O)C(=O)N(Cc2ccccc2Cl)c2ccccc21)c1ccccn1 (centres undefined) do in these assays?
ST2 inh: inactive

How did C=CCOc1ccccc1CN1CCN(C)C(=O)C1C (centres undefined) do in these assays?
ST2 inh: inactive

What do the screens show for `O=C(Nc1nc(=O)c2ccccc2s1)c1ccc(Cl)c(Cl)c1`?
ST2 inh: inactive

How did CCc1cc2c(=O)c(Oc3ccccc3)c(C)oc2cc1OC do in these assays?
ST2 inh: inactive

How did COc1cc(C(=O)Nc2sc3c(c2C#N)CCC(C)C3)c(Br)c(OC)c1OC (centres undefined) do in these assays?
ST2 inh: inactive

How did CCOC(=O)N1CCN(CC(C)c2ccccc2)CC1 (centres undefined) do in these assays?
ST2 inh: inactive

How did O=C(Cn1c(=O)n(-c2ccc(F)cc2)c(=O)c2sccc21)Nc1cccc(Cl)c1 do in these assays?
ST2 inh: inconclusive

What do the screens show for `Cc1ccc(C(=O)Cn2c3ccccc3n3nc(CCC(=O)O)c(=O)nc23)cc1`?
ST2 inh: inactive

Results for COc1ccc(-c2ccc[nH]2)cc1 ?
ST2 inh: 42.0%*

What do the screens show for `CCc1ccc2oc(-c3cc(N)ccc3Cl)nc2c1`?
ST2 inh: inactive

Results for CCn1nc(C(=O)NCc2ccc(OC)cc2)c2c1CCN(C(=O)Cc1ccc(F)cc1)C2 ?
ST2 inh: inactive

Results for CC(=O)OCC12COC(c3ccc(N(C)C)cc3)C(C(C)=CC1C)C2C (centres undefined) ?
ST2 inh: inconclusive

Results for CC(C)N1CCC(CN2CCN3CCN(C)CC3C2)CC1 (centres undefined) ?
ST2 inh: inactive

Results for CO[C@H]1CN(C(=O)C2CCN(C(=O)c3ccccn3)CC2)CC[C@H]1N ?
ST2 inh: inactive

How did O=C(O)c1ccc(NC(=O)c2ccccc2Cl)cc1 do in these assays?
ST2 inh: inactive

How did CCc1cc(C(C)NC(=O)c2ccc(-n3cnnc3)cc2)on1 (centres undefined) do in these assays?
ST2 inh: inactive

Results for Cc1nnsc1CNC(=O)CSCc1ccccc1Cl ?
ST2 inh: inconclusive

Results for Cc1c(C(=O)N2CCN=C2SCc2ccccc2)cccc1[N+](=O)[O-] ?
ST2 inh: inactive

What do the screens show for `O=C(c1cn(CCN2CCOCC2)nn1)N1CCCCC1c1ccccn1` (centres undefined)?
ST2 inh: inconclusive

Filtered by structure: those above with fluorine.
What do the screens show for `CN1CCC2(CC1)CN(C(=O)CCC(=O)c1ccc(F)cc1)CCN2C`?
ST2 inh: inactive

What do the screens show for `Cn1ccnc1-c1ccc(N2CCCC(CO)(Cc3ccccc3F)C2)nn1` (centres undefined)?
ST2 inh: inactive

How did COc1ccccc1-c1ccc(C(=O)N2CCOC(C(F)(F)F)C2)cc1 (centres undefined) do in these assays?
ST2 inh: inactive

How did O=C(CN1C(=O)/C(=C\c2ccc(C(F)(F)F)cc2)Sc2ccccc21)NCC1CCCO1 (centres undefined) do in these assays?
ST2 inh: 30.0%*

Results for CN(Cc1cc2n(n1)CCNC2)Cc1nc2ccc(F)cc2[nH]1 ?
ST2 inh: inconclusive

How did O=C(Nc1ccc([N+](=O)[O-])cc1)c1c(F)cccc1F do in these assays?
ST2 inh: inconclusive

What do the screens show for `CC(=O)c1sc(Nc2nc3ccc(F)cc3s2)nc1C`?
ST2 inh: inactive

What do the screens show for `O=C(Nc1c(C(=O)Nc2cccc(F)c2)oc2ccccc12)c1ccccc1`?
ST2 inh: inactive

What do the screens show for `CSc1ccccc1NC(=O)c1cc2nc(-c3ccco3)cc(C(F)(F)Cl)n2n1`?
ST2 inh: inactive

How did O=C(Nc1ccc(Cl)c(C(F)(F)F)c1)C(NS(=O)(=O)c1cccs1)c1ccccc1 (centres undefined) do in these assays?
ST2 inh: inactive

Results for COc1ccc(C2CC(C(F)(F)F)n3nc(C(=O)NCc4ccccc4)c(Cl)c3N2)cc1 (centres undefined) ?
ST2 inh: inactive

Results for COc1ccc(-c2nc(CN3CCN4C(=O)CNC(=O)C4C3)c(C)o2)c(F)c1 (centres undefined) ?
ST2 inh: inactive

How did O=C(Cn1c(=O)n(-c2ccc(F)cc2)c(=O)c2sccc21)Nc1cccc(Cl)c1 do in these assays?
ST2 inh: inconclusive

Results for CCn1nc(C(=O)NCc2ccc(OC)cc2)c2c1CCN(C(=O)Cc1ccc(F)cc1)C2 ?
ST2 inh: inactive

Only part of the results is shown; count on the stated rates, not on these rows.
